Vif inh = HIV Vif inhibition; inhibition, % at 7.49 µM; 340,000 tested, 0.35% active; HEK293T cells, Vif self-association by quenched fluorescence, imaging, 24 h; AID 602346; in the data active = inhibition above about 50%, passing the limit was not always enough; note: some results filed as inactive read as strong as hits
C8 TRAIL sens = caspase-8 TRAIL sensitization; 360,000 tested, 1% active; inhibition (viability loss, TRAIL sensitization), % at 10 µM; NB7+C8 cells + TRAIL, ATPlite viability luminescence; AID 624354;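 active = compounds causing at least 50% loss of cell viability in the single-dose screen, relative to plate controls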
SRC1 inh = human NCOA1 inhibition; Q15788; HEK293 GAL4-SRC1 luciferase reporter, luminescence; inhibition, % at 3.6 µM; 360,000 tested, 0.12% active; AID 588354;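 active = inhibition above the campaign mean plus 3 SD, with each screening campaign given its own cutoff, cut at about 60% in these data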;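 note: 0% = DMSO treated cells and 100% = gossypol at 36 µM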
NR5A2 inv ag = inverse agonists of human LRH-1 (NR5A2); O00482; HEK293T StAR-luciferase reporter, LRH-1 transfected, 24 h; inhibition, % at 3.6 µM; 360,000 tested, 0.13% active;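 active = inhibition above the mean inhibition of all tested compounds plus 3 SD, cut at about 73% in these data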;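 note: 0% = DMSO wells and 100% = reporter-only cells lacking LRH-1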
Target sequence (O00482 whole entry, looked up): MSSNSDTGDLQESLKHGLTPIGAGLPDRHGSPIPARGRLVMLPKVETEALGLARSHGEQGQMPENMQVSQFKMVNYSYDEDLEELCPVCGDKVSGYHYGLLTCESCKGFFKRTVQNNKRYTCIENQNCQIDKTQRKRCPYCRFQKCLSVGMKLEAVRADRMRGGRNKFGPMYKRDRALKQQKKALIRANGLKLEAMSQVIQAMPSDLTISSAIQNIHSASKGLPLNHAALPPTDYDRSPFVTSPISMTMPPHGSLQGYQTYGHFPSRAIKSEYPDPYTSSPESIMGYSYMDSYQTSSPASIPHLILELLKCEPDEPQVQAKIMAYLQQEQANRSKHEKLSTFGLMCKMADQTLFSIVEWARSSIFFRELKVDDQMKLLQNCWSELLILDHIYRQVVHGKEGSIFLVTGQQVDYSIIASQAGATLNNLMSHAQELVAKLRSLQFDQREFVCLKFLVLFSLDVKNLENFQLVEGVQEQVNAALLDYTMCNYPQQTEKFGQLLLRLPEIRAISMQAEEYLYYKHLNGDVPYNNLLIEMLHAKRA
COUP-TFII inh = NR2F2 (human) inhibition, primary screen; HEK293T NGFI-A luciferase reporter, luminescence; AID 686940; inhibition, % at 8.6 µM; P24468; 370,000 tested, 0.7% active;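 active = inhibition above a per-plate cutoff, mean inhibition of test wells between control levels plus 3 SD, cut at about 38% in these data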;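 note: cells cotransfected with COUP-TFII expression vector driving the NGFI-A reporter; 0% = median of COUP-TF2 test wells and 100% = reporter-only cells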
TLR9-MyD88 inh = TLR9-MyD88 interaction inhibition. inhibition, % at 4.98 µM. 340,000 tested, 0.21% active. CHO BLA complementation TLR9-MyD88, CCF4 FRET ratio. Q9NR96+Q99836. AID 504734;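 active = inhibition above the mean over all tested compounds plus 3 SD, cut at about 21% in these data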;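 note: 0% = DMSO only wells and 100% = clavulanate BLA inhibitor control wells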
SRC3 inh = human NCOA3 inhibition. 360,000 tested, 0.17% active. HEK293 GAL4-SRC3 luciferase reporter, luminescence. inhibition, % at 3.6 µM. AID 588352. Q9Y6Q9;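 active = inhibition above a per-campaign cutoff, the mean of all compounds plus 3 SD, cut at about 60% in these data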;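 note: 0% = DMSO-treated cells and 100% = gossypol-treated cells at 36 µM; higher means less SRC3-driven luciferase light from the GAL4 reporter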
NOD2 RIPK2 PPI = blocks binding of human NOD2 to RIPK2; CHO BLA complementation NOD2-RIPK2, CCF4 ratio; AID 624267; 360,000 tested, 0.38% active; inhibition, % at 4.98 µM; O43353; in the data active = inhibition above about 21%;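 note: 0% = vehicle only and 100% = reference blocker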
Target sequence (O43353 whole entry, looked up): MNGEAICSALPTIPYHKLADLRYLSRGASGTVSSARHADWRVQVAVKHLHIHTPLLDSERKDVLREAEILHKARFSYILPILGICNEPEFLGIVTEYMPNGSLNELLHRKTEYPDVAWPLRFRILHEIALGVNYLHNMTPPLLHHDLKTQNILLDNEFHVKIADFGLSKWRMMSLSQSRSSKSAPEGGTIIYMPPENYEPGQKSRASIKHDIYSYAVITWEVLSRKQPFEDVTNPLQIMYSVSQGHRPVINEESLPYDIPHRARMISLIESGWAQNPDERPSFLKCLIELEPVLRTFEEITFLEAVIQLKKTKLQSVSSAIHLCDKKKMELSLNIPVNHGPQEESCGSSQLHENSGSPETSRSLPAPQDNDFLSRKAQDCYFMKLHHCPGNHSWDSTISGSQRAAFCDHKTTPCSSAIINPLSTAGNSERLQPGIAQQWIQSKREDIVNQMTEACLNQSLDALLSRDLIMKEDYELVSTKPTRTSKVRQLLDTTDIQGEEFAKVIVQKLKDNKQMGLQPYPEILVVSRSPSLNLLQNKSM
NCOA2 inhibitor = human SRC2 (NCOA2) inhibition. inhibition, % at 9 µM. 370,000 tested, 0.17% active. HEK293 GAL4-SRC2 luciferase reporter, luminescence. AID 651957;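 active = inhibition above the mean inhibition of all tested compounds plus 3 SD, set per campaign, cut at about 52% in these data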;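 note: 0% = DMSO treated cells and 100% = cells given Gossypol at 36 µM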
EBV LMP1 NFkB = inhibitors of Epstein-Barr LMP1-induced NF-kappaB reporter; LMP1-induced NF-kappaB luciferase reporter cells, luminescence; inhibition, % at 12.5 µM; 350,000 tested, 0.69% active; AID 504558; in the data active = inhibition above about 41%;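 note: 0% = neutral control wells and 100% = reference inhibitor control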
TROY signal inh = TROY signaling inhibition; Q293 LMP1-TROYcd NF-kB luciferase reporter, 4 h; 360,000 tested, 0.98% active; AID 1347056; inhibition, % at 10 µM;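 active = compounds whose plate-normalised and pattern-corrected inhibition of the luciferase reporter signal at the single screening dose is 50% or more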
Active calls of the source: *; . = not tested or not shown; & = joins results of further samples. An excerpt. The share of hits here may be higher or lower than overall.

SMILES	Vif inh	C8 TRAIL sens	SRC1 inh	NR5A2 inv ag	COUP-TFII inh	TLR9-MyD88 inh	SRC3 inh	NOD2 RIPK2 PPI	NCOA2 inhibitor	EBV LMP1 NFkB	TROY signal inh
CC(C)C(NS(=O)(=O)c1cccc2nsnc12)C(=O)Nc1nc2ccc(Cl)cc2s1 (centres undefined)	.	4	-8	3	0	-3	-11	-4	15	1	14
Cc1noc(NS(=O)(=O)c2ccc(NC(=O)c3cccc(S(=O)(=O)N(C)c4ccccc4)c3)cc2)c1C	11	-12	7	8	-7	6	-4	-1	8	2	2
CC1CCN(S(=O)(=O)c2c[nH]c(=O)[nH]c2=O)CC1	8	-22	4	-14	3	-12	9	-4	-7	8	-14
CCN(CC)CCCNC(=O)c1ccc(S(=O)(=O)Nc2ccc(C)c(C)c2)cc1	24	12	-14	-19	12	-17	-1	-3	-16	-2	0
CC1(C)N=C(N)N=C(N)N1CCCCc1ccccc1	8	67*	51	56	29	3	37	-11	26	22	14
CSc1ccc(CN2CCC(N3CCC(C(=O)NC4CC4)CC3)CC2)cc1	-3	0	-11	3	13	1	13	3	10	10	1
C[C@H](NC(=O)c1nc[nH]c1C(=O)NCCCCCNC(=O)OC(C)(C)C)c1ccccc1	-2	22	15	6	28	-5	10	8	-2	1	31
Cc1ccccc1C(=O)Nc1ccc(Cl)cn1	6	13	-113	-89	-46	-7	-110	-4	-50	-36	-64
CC1CCN(C(=O)c2ccccc2NC(=O)c2cccc(S(=O)(=O)N3CCOCC3)c2)CC1	-11	5	3	-5	13	9	-4	-2	-10	-5	-15
CC(=O)Oc1ccc(C(=O)N2c3ccccc3NC(=O)C2C)cc1 (centres undefined)	7	-3	18	-3	-6	-4	9	3	-29	-2	16
O=C(NC1CC1)c1cc(Cl)ccc1[N+](=O)[O-]	-15	6	7	4	-5	-4	2	-2	-5	3	17
C[C@H](O)[C@@H]1C(=O)N2CCc3ccc(N4CCOCC4)cc3[C@@H]2C[C@@H]1N(C)S(=O)(=O)c1ccccc1	.	-11	4	2	-2	4	12	1	-18	-4	2
COc1cccc(NC(=O)C(C)N2C(=O)c3ccccc3S2(=O)=O)c1 (centres undefined)	2	-14	-5	4	5	7	-10	1	-12	-2	-20
Cc1ccc(-c2cccc(C3CC=CC4C3C(=O)N(Cc3ccccc3)C4c3ccc(C(F)(F)F)cc3)c2)cc1 (centres undefined)	-6	3	1	-6	-14	0	11	-3	-38	-1	2
COc1cc2c(cc1OC)C(C)N(C(=O)c1sccc1C)CC2 (centres undefined)	-1	21	-14	-1	3	-5	-11	-9	-9	6	-21
CN=C1SC(CC(=O)Nc2ccc(F)cc2F)C(=O)N1/N=C(\C)c1cccc(OCC(=O)O)c1 (centres undefined)	11	-9	0	8	8	-10	9	0	4	-2	-4
COc1cccc(C(=O)C2CCCN(Cc3cccc(OCCO)c3)C2)c1 (centres undefined)	-3	-28	4	-1	-5	0	6	-5	11	-20	2
COc1cc(NC(=O)c2cccnc2Sc2ccc(C)c(C)c2)cc(OC)c1OC	-3	6	11	8	11	-10	5	-5	-1	6	5
COCc1ccc(CN2CCCC(C(=O)Nc3ccc(-c4cscn4)cc3)C2)o1 (centres undefined)	3	-19	-6	-22	-4	-2	-9	0	17	2	-25
C=CCNC(=O)c1ccccc1NC(=O)c1ccc(Cl)c(S(=O)(=O)Nc2cc(C)ccc2C)c1	13	-13	-9	-10	12	-8	19	0	-20	-2	25
COC(=O)c1ccc(COC(=O)CNC(=O)C2CCCCC2)cc1	0	-12	-14	10	15	1	2	-6	-3	-9	-10
CCN(c1ccc(OC)cc1)S(=O)(=O)c1csc(C(N)=O)c1	-4	12	-7	-18	15	5	0	-5	13	1	-3
Cc1cccc(NC(=O)Nc2ccccc2)n1	2	12	-73	-54	-3	-7	-54	2	-29	-12	-55
CCOC(=O)N1CCN(S(=O)(=O)c2c[nH]c(C(=O)OC)c2)CC1	5	-1	4	1	7	-4	-33	2	4	-8	11
COC(=O)CSc1nnc(CSc2nc(C)cc(C)n2)n1Cc1ccco1	1	-9	-4	25	6	-4	-3	1	-13	-8	0
CCOc1ccc(S(=O)(=O)N2CCC(C(=O)NC3CC3)CC2)cc1Cl	7	-4	11	15	-4	10	9	-5	8	-9	-14
CC(Sc1nncn1C)C(=O)Nc1ccc(S(N)(=O)=O)cc1 (centres undefined)	-2	-4	-10	6	-4	-1	3	-4	9	-9	-11
CC(C)(C)C1CCC(N2CCN(c3ccccc3)CC2)CC1 (centres undefined)	3	13	-10	-10	2	6	-14	9	2	4	-14
CCCCC(=O)Nc1nnn(CCC)n1	1	23	2	-6	-5	6	16	8	-10	-6	10
CCCc1nnc(SCC(=O)Nc2ccc(OCC)cc2)n1N	19	6	-4	12	0	-5	-17	-3	-16	0	-1
Cc1ccc(Cl)cc1NC(=O)COC(=O)CN1C(=O)C2CCCCC2C1=O (centres undefined)	7	-8	2	-18	-13	3	5	-7	18	7	4
CC1(C)CC(Nc2ccc(C(F)(F)F)cc2[N+](=O)[O-])CC(C)(C)N1	-3	-2	8	11	2	-4	12	7	12	-6	15
COC(=O)CCc1c(C)c(C#N)c2nc3ccccc3n2c1N1CCCC1	-4	10	6	4	-7	3	2	-11	-1	7	4
Cc1ccn(S(=O)(=O)c2ccc3oc(=O)ccc3c2)n1	-7	-12	5	2	10	-13	3	6	6	4	3
CCc1ccc(N2C(=O)C3C4C=CC(CC4)C3C2=O)cc1 (centres undefined)	-3	22	-30	-12	3	11	-20	7	-15	-1	-20
Cc1ccc(C)c(C(=O)COC(=O)c2cc([N+](=O)[O-])ccc2NCCO)c1	-4	-7	-11	-4	16	-11	14	3	-1	17	27
COC(=O)c1cc2c(ccn2-c2ccc(F)cc2)n1Cc1ccc(OC(C)=O)cc1	1	-8	-47	-19	8	-10	-10	-8	-5	-6	-60
Cc1ccc(-c2nnc(Nc3ccccc3)o2)cc1	6	81*	-16	-88	-10	8	-27	6	-2	36	66*
CC(=O)c1ccc(OCC(=O)N2CCN(S(=O)(=O)c3ccc(Br)s3)CC2)cc1	-6	8	-5	5	8	1	12	-1	14	-2	16
O=c1cc(N2CCc3ccccc3C2)[nH]c(=O)n1C1CCCCC1	-2	-1	-1	-1	11	-6	0	-7	0	2	-5

Some entries already given, limited to NOD2 RIPK2 PPI:
Molecule,NOD2 RIPK2 PPI
COC(=O)c1cc2c(ccn2-c2ccc(F)cc2)n1Cc1ccc(OC(C)=O)cc1,-8
Cc1ccc(-c2nnc(Nc3ccccc3)o2)cc1,6
CC(=O)c1ccc(OCC(=O)N2CCN(S(=O)(=O)c3ccc(Br)s3)CC2)cc1,-1
O=c1cc(N2CCc3ccccc3C2)[nH]c(=O)n1C1CCCCC1,-7

(further entries)
SMILES	Vif inh	C8 TRAIL sens	SRC1 inh	NR5A2 inv ag	COUP-TFII inh	TLR9-MyD88 inh	SRC3 inh	NOD2 RIPK2 PPI	NCOA2 inhibitor	EBV LMP1 NFkB	TROY signal inh
c1ccc(-c2nnc3nc(N4CCCCC4)nc(N4CCCCC4)n23)cc1	4	11	-43	-27	-18	4	-8	1	4	0	14
COc1ccc2oc3c(ccc[n+]3C)c(=O)c2c1	4	7	4	-1	17	.	17	-3	-3	.	-3
CC[N+](CC)(CC=C(C)C)CC(=O)OC	6	2	4	29	-3	2	15	-11	-17	6	-26
Cc1cc(C)c(NC(=O)c2ccc[n+](Cc3ccc([N+](=O)[O-])cc3)c2)c(C)c1	18	1	0	8	-3	5	14	7	-15	-5	8
CCCNC(=O)C(Cc1ccc(I)cc1)NC(=O)c1ccc2ccccc2n1 (centres undefined)	-13	-17	8	11	12	5	-19	2	2	-4	13
Cc1cc(C)nc(NC(=NCCc2c[nH]c3ccccc23)NC(=O)Nc2ccc(Cl)c(Cl)c2)n1	-2	-3	9	9	4	-1	12	-6	11	19	3
O=C(Nc1cccc(-c2cn3c(n2)SCC3)c1)c1ccc2c(c1)OCO2	-8	10	-52	-57	0	12	-27	-4	-10	4	-55
Cc1ccnc2nc(C(=O)OC(C)C(=O)NCc3ccccc3)nn12 (centres undefined)	9	-8	-5	7	-2	4	-10	7	-18	-2	3
COc1ccc(OC)c(NC(=O)CCCN2C(=S)NC(C)(C)CC2C)c1 (centres undefined)	11	6	7	10	6	7	0	1	12	-1	16
COc1cnn(-c2ccc(C)cc2)c(=O)c1Br	3	0	-47	-57	-2	5	-32	-10	-77	-8	-17
COCc1cc(=O)[nH]c(/N=C(\N)Nc2ccc(Oc3ccccc3)cc2)n1	8&-6	0	5	4	11	-16	18	1	-11	0	-8
CC(C)C1(C(C)C)OC(=O)c2ccccc21	-4	-9	-11	3	7	-1	10	-3	-1	-4	-21
COc1ccc(Cc2nnc(N)s2)cc1OC	-7	-4	-30	4	0	-4	-10	-10	-9	3	3
CC1CCCC(NC(=O)CCN2C(=O)COc3ccccc32)C1C (centres undefined)	50*	-4	-5	-11	3	-8	0	-9	-12	-6	-8
Cc1cccc(C(=O)NC(=S)NNC(=O)COc2c(C)cccc2C)c1	-5	6	-7	-20	7	0	-6	-8	-13	-18	-17
CCN1CCN(S(=O)(=O)c2ccc3c4c(cccc24)C(=O)N3CC)CC1	2	-20	-23	23	-45	10	-4	19	-34	5	-14
COc1ccc(/C=C/C(=O)O)cc1S(=O)(=O)N1CCC(Cc2ccccc2)CC1	-12	-5	-4	-17	6	-9	-2	4	2	0	2
CCOC(=O)c1sc(NC(=O)CN2C(=O)NC3(CCCCCCC3)C2=O)c(C(=O)OCC)c1C	-4	1	2	3	-1	-10	11	1	7	9	-4
C=CCc1cccc(CNc2nc3ccccc3n2C(C)C)c1O	-7	-1	4	3	5	8	-2	7	9	-10	3
Cc1cc(NC(=O)C(=O)NCCN2CCN(C(=O)c3cccs3)CC2)ccc1Br	-14	6	-20	-3	23	-6	-22	3	-16	7	28
Cc1ccc2c(c1)N(CC(=O)Nc1ccc3c(c1)OCCO3)C(=O)CO2	1	20	1	-1	-7	0	11	4	-8	13	21
C=CCNC(=S)N/N=C/c1ccc(N(CC)Cc2ccccc2)cc1	0	19	6	42	15	-1	3	-12	6	10	-17
COc1ccc(OCCCc2c(C)n[nH]c2C)cc1	.	-5	-5	10	-4	2	3	8	-1	2	16
O=S(=O)(c1ccc(Cl)cc1)N(Cc1ccccn1)Cc1ccccn1	-5	2	-21	-19	-8	-3	16	1	0	3	-3
CC(=O)c1cccc(NC(=O)c2ccc3c(c2)CCCC3)c1	-10	36	-57	-102	-50	6	-94	-1	-48	-24	-14
O=S(=O)(c1cccc(S(=O)(=O)N2CCCC2)c1)c1cccc(S(=O)(=O)N2CCCC2)c1	-12	5	-10	-2	4	-2	8	2	-3	3	5
N#CCCn1c(C2CCCCC2)nc2ccccc21	8	-5	-2	-7	0	1	8	9	-4	-4	.
CCC(CO)Nc1ncc([N+](=O)[O-])cc1C#N (centres undefined)	-5	-6	-6	5	17	-9	10	-6	-16	-6	-1

Screens as filed in PubChem.
